# PhoP GFP inhibition: PhoP regulon inhibitors, Salmonella typhi PhoP promoter GFP reporter, confirmatory (AID 1850); Salmonella Typhi PhoP-promoter GFP reporter, fluorescence, 4 h; higher % means a stronger effect; inhibition, % at 50 µM; hits with a dose series show IC50 in µM; actives 0.33% (n = 310,000); in the data active means a potency from the dose series; inconclusive means inhibition mostly from about 25% at the one dose, without a potency; inactive means the rest, 99 in 100 with inhibition below about 19%;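 further: 0% = induced wells with vehicle and 100% = uninduced wells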
# influenza NS1A: H1N1 influenza NS1A inhibitors, functional cell based assay (AID 504329); NS1A functional cell-based assay, percent inhibition; higher % means a stronger effect; actives 0.3% (n = 340,000); inhibition, % at 12.5 µM, or IC50 in µM where a hit was titrated; in the data active means a potency from the dose series; inconclusive means inhibition above about 27% without an active follow-up result; further: strong numbers were not always called active
# M. tuberculosis HTS: M. tuberculosis growth inhibition, HTS (AID 449762) | M. tuberculosis H37Rv growth inhibition, 7H9 media; higher % means a stronger effect | inhibition, % at 25 µM, or IC50 in µM where a hit was titrated | actives 0.59% (n = 330,000); in the data active means a potency from the dose series; inconclusive means inhibition above about 70% without an active follow-up result;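 further: bacterial growth assessed after seven days of incubation; strong numbers were not always called active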
# M. tuberculosis: growth inhibition of non-replicating M. tuberculosis (AID 488890) | one-dose inhibition, % at 25 µM; IC50 in µM for titrated hits | Mycobacterium tuberculosis non-replicating, growth inhibition; higher % means a stronger effect | actives 0.39% (n = 320,000); in the data active means a potency from the dose series; inconclusive means inhibition mostly from about 82% at the one dose, without a potency; inactive means the rest, 99 in 100 with inhibition below about 76%;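 further: plate controls were DMSO cells for no effect and high antibiotic wells for full effect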
# VEEV TC-83 Vero: inhibitors of VEEV TC-83 cytopathic effect, confirmation, Vero cells (AID 588727) | Vero cells, VEEV TC-83 cytopathic effect inhibition; higher % means a stronger effect | inhibition, % at 20 µM, or IC50 in µM where a hit was titrated | actives 0.13% (n = 350,000); in the data active means a potency from the dose series; inconclusive means inhibition mostly from about 14% at the one dose, without a potency; inactive means the rest, 99 in 100 with inhibition below about 12%; further: strong numbers were not always called active
# VEEV TC-83 Vero 10K pilot screen: further read-out of VEEV TC-83 Vero, marked with its call; inhibition, %; measured here: 10K pilot screen inhibition
# * marks the source's active call; other numbers are inactive results; i = inactive; ? = inconclusive; / = not tested or not shown. Rows were taken by chance. Share with any hit: about 1.4%.
SMILES,PhoP GFP inhibition,influenza NS1A,M. tuberculosis HTS,M. tuberculosis,VEEV TC-83 Vero,others
CCN1CCN(/C=N/c2nc(C)cs2)CC1,6.8%,-0.9%,-10.8%,-10.8%,0.5%,
CCOC(=O)c1sc(=S)n2c1[nH]c(=O)c1ccc(C(=O)OC)cc12,-5.6%,-13.8%,62.5%,?,2.5%,
COc1cc(-c2nc3cccc(C)n3c2NCC2CCCO2)ccc1O (configuration not stated),-0.4%,-1.8%,-3.0%,11.2%,8.3%,
O=Cc1ccc2ccc3cccnc3c2n1,/,9.1%,?,1.8%,11.4%,
Cc1ccc(-c2nc3sc4c(c3c(=O)n2N)CC(C)(C)OC4)cc1,2.3%,-0.1%,4.4%,5.8%,i,
CCc1ccc(Nc2nc(C)cc(C)n2)cc1,-5.8%,-1.3%,2.2%,40.8%,1.1%,
CC1=NN(c2ccccc2)C(=O)/C1=C/c1c(O)[nH]c(=O)[nH]c1=O,-2.6%,-1.3%,11.5%,-5.1%,2.4%,
Nc1nc(NCc2ccco2)nc(N2CCCCC2)c1[N+](=O)[O-],-1.3%,3.8%,5.5%,7.0%,6.8%,
COC(=O)c1ccc(C)c(NS(=O)(=O)c2ccc(C)c([N+](=O)[O-])c2)c1,-5.4%,6.3%,-10.2%,5.9%,1.0%,
CCCCN1CC(=O)N2[C@H]3c4ccc(OC)cc4OC[C@@H]3[C@H](c3ccccc3)[C@]2(C)C1=O,/,-14.0%,5.9%,/,5.5%,
Cc1cc(C)cc(NC(=O)CSc2nnc(-c3cc(C)[nH]n3)n2N)c1,-4.6%,4.4%,-5.5%,41.1%,1.0%,
NC(=S)NNc1cccc2cccnc12,14.7%,12.3%,5.8%,22.5%,5.1%,
Cn1c(SCc2cccc(Cl)c2)nc(C(F)(F)F)cc1=O,-6.8%,-14.3%,10.6%,11.9%,i,
COc1ccc(-c2noc(CCC(=O)NCC3CCCO3)n2)cc1 (configuration not stated),-2.0%,0.7%,-5.2%,8.5%,i,
Cc1ccc(S(=O)(=O)NCCC(=O)OCc2ccc([N+](=O)[O-])cc2)cc1C,-4.4%,5.2%,33.4%,49.5%,0.7%,
O=C(Nc1ccc2oc(-c3ccccc3F)nc2c1)c1ccco1,4.1%,5.6%,16.6%,69.2%,1.1%,
CCOc1cc(/C=N/O)ccc1OCc1ccc(F)cc1,-5.6%,-4.8%,-10.2%,20.4%,0.3%,
O=C(Nc1ccccc1)[C@@H]1CCCN1S(=O)(=O)c1ccc(Cl)cc1,/,-6.5%,4.0%,7.1%,1.0%,
CC1(C)CC(=O)C2=C(C1)OC(N)=C(C#N)C2c1ccccc1 (configuration not stated),3.3%,0.8%,-2.5%,/,3.7%,
CN(Cc1cccc(F)c1)C(=O)c1ccccc1Sc1ccccc1C#N,7.0%,8.3%,2.4%,40.3%,5.2%,
CCc1cc2c(=O)c(-c3ccon3)c(N)oc2cc1OC,-6.9%,-6.3%,-1.2%,-3.2%,0.8%,
Oc1ccccc1C1CC(c2cccs2)=NC(c2cccc(Br)c2)N1 (configuration not stated),1.7%,9.0%,?,71.3%,?,
O=c1c(-c2ccc(Cl)cc2)[n+]([O-])c2ccccc2n1OCc1ccccn1,-7.3%,-1.2%,6.9%,-0.7%,1.4%,
Cc1ccnc2nc(C(=O)OCCOc3ccc(Cl)cc3)nn12,2.8%,-21.7%,-1.0%,-10.2%,0.2%,
Cc1cc(NC(=O)COC(=O)c2n[nH]c3ccccc23)no1,8.8%,7.8%,-1.9%,-31.2%,6.7%,

# In the list so far, 4 have fluorine.
SMILES,PhoP GFP inhibition,influenza NS1A,M. tuberculosis HTS,M. tuberculosis,VEEV TC-83 Vero,others
Cn1c(SCc2cccc(Cl)c2)nc(C(F)(F)F)cc1=O,-6.8%,-14.3%,10.6%,11.9%,i,
O=C(Nc1ccc2oc(-c3ccccc3F)nc2c1)c1ccco1,4.1%,5.6%,16.6%,69.2%,1.1%,
CCOc1cc(/C=N/O)ccc1OCc1ccc(F)cc1,-5.6%,-4.8%,-10.2%,20.4%,0.3%,
CN(Cc1cccc(F)c1)C(=O)c1ccccc1Sc1ccccc1C#N,7.0%,8.3%,2.4%,40.3%,5.2%,

# Next part
SMILES,PhoP GFP inhibition,influenza NS1A,M. tuberculosis HTS,M. tuberculosis,VEEV TC-83 Vero,others
COc1nccnc1NS(=O)(=O)c1ccc(N=Cc2c(C)[nH]n(-c3ccccc3)c2=O)cc1,2.8%,-1.8%,-6.2%,72.4%,2.1%,
NC(=O)CC(c1ccccc1)c1ccc2c(c1)OCO2 (configuration not stated),8.5%,-1.9%,4.0%,-18.3%,i,
CC(C)(C)NC(=O)c1ccc2c(c1)C(=O)N(C1CCCCC1)C2=O,-5.0%,-1.1%,-2.0%,-5.3%,i,
N#Cc1ccc(Nc2nc(-c3ccc(O)cc3O)cs2)cc1C(F)(F)F,/,12.7%,?,27.7%,5.8%,VEEV TC-83 Vero 10K pilot screen=4.0
Oc1[nH]c2ccccc2c1N=Nc1ccc(F)cc1,0.1%,-3.4%,8.8%,33.6%,1.7%,
Cc1ccccc1NC(=O)c1ccccc1NC(=O)c1cccs1,13.7%,3.4%,-13.6%,-6.9%,0.9%,
COc1ccc(C(=O)O)nc1C,-9.1%,-8.2%,5.7%,-3.8%,1.0%,
Cc1ccccc1S(=O)(=O)N1[C@@H](c2ccccc2)C(C(=O)O)=CC[C@H]1c1ccc(Cl)cc1,4.8%,3.7%,-1.6%,26.2%,0.4%,
CCc1nnc(NC(=O)c2ccc(S(=O)(=O)N3CCOCC3)cc2)s1,5.8%,-0.5%,1.2%,33.5%,0.6%,
Clc1ccc(C=NN2CCCCCC2)cc1,/,-6.1%,/,/,1.1%,
CCc1ccc(NC(=S)Nc2ccc3[nH]c(=O)[nH]c3c2)cc1,9.1%,-4.2%,34.1%,?,4.6%,
CCCN(CC(=O)Nc1ccccc1OC)C(=O)c1ccc(S(=O)(=O)Nc2ccccc2OC)cc1,/,1.7%,/,/,8.2%,
CCC1CCCCN1C(=O)CSc1nnc(-c2ccco2)o1 (configuration not stated),1.2%,-1.0%,-2.7%,-0.1%,0.1%,
CN(C)c1ccc(NC(=O)Nc2cccc(Cl)c2)cc1,6.0%,12.2%,-5.5%,5.8%,i,
CC1(c2ccccc2)NC(=O)N(Cc2ccc([N+](=O)[O-])cc2)C1=O (configuration not stated),-7.1%,-5.5%,6.9%,21.1%,i,
COc1ccc(-n2c(O)c(C=NCCN3CCN(C(C)=O)CC3)c(=O)[nH]c2=S)cc1,-5.0%,-5.8%,-0.3%,-8.4%,1.4%,
CC(=O)Nc1ccc(S(=O)(=O)Nc2ccc(S(=O)(=O)Nc3ncccn3)cc2)cc1,3.5%,1.2%,4.5%,20.2%,1.7%,
CN(CC(=O)Nc1ccc(Cl)c(Cl)c1)C1CCCCC1,9.2%,20.4%,-10.5%,?,1.4%,
OCCC1CN(Cc2cnn(-c3ccc(F)cc3)c2)CCN1Cc1ccsc1 (configuration not stated),-2.0%,0.2%,1.1%,2.3%,0.5%,
CCOC(=O)C(CC)n1cnc2c(nnn2-c2cccc(OC)c2)c1=O (configuration not stated),-4.7%,-5.5%,-9.2%,2.2%,0.9%,
COC(=O)C1=C(C)NC2=C(C1c1ccc(O)cc1)S(=O)(=O)c1ccccc12 (configuration not stated),5.2%,2.5%,5.4%,12.3%,8.1%,
CC#CC(=O)NC1CCCN(C2Cc3ccccc3C2)C1 (configuration not stated),-1.2%,-6.1%,-2.1%,-15.0%,i,
COc1cccc(C(=O)Nc2ccc(S(=O)(=O)N3CCCCC3)cc2)c1OC,-2.4%,-6.0%,11.2%,23.3%,6.3%,
CCC(O)C(C)(C)C (configuration not stated),/,6.2%,-10.0%,6.9%,0.3%,
O=c1[nH]c(-c2ccc(O)cc2)nc2scc(-c3cccs3)c12,4.7%,7.1%,7.0%,14.8%,4.2%,

# 3 entries picked at random from the list so far, as already listed:
SMILES,PhoP GFP inhibition,influenza NS1A,M. tuberculosis HTS,M. tuberculosis,VEEV TC-83 Vero,others
O=c1[nH]c(-c2ccc(O)cc2)nc2scc(-c3cccs3)c12,4.7%,7.1%,7.0%,14.8%,4.2%,
CCc1ccc(NC(=S)Nc2ccc3[nH]c(=O)[nH]c3c2)cc1,9.1%,-4.2%,34.1%,?,4.6%,
COC(=O)C1=C(C)NC2=C(C1c1ccc(O)cc1)S(=O)(=O)c1ccccc12 (configuration not stated),5.2%,2.5%,5.4%,12.3%,8.1%,

# (more compounds)
SMILES,PhoP GFP inhibition,influenza NS1A,M. tuberculosis HTS,M. tuberculosis,VEEV TC-83 Vero,others
COCCNC(=S)NNC(=O)c1cccs1,-5.0%,0.1%,-5.6%,-5.6%,0.2%,
CC(C)C(NC(=O)C1(NC(=O)OCc2ccccc2)CCCC1)C(=O)O (configuration not stated),/,-3.6%,/,/,i,
CC(C)c1ccc(/C=C/C(=O)NC(=S)NN2CCOCC2)cc1,-14.8%,-4.7%,-4.6%,-0.7%,5.7%,
CCC(C)n1c(O)c(C=Nc2cccc(C(F)(F)F)c2)c(=O)[nH]c1=S (configuration not stated),-12.4%,-13.6%,11.3%,19.1%,0.1%,
Cc1oc(-c2ccccc2Cl)nc1CS(=O)(=O)CC(=O)NCCc1ccccc1,-4.5%,-20.8%,-12.3%,-2.4%,2.0%,VEEV TC-83 Vero 10K pilot screen=1.1
CCOCCCNCC(=O)Nc1cc(S(=O)(=O)N2CCOCC2)ccc1N1CCOCC1,/,-13.9%,-1.3%,-6.5%,1.7%,
O=C(CSc1nnnn1-c1cccc2ccccc12)N1CCOCC1,1.5%,0.3%,-8.1%,7.5%,3.2%,
COc1ccc(Cl)cc1-c1nc(SCC(=O)NC(C)C(C)C)n[nH]1 (configuration not stated),-6.8%,-11.3%,5.8%,67.5%,2.0%,
COCCNC(=O)c1onc(CSc2cccc(OC)c2)c1C(=O)NCCOC,5.1%,-1.5%,-1.6%,4.0%,0.8%,
Cc1cc(C(=O)OCC(=O)N2CCN(C(=O)c3ccco3)CC2)c(C)n1-c1ccc(F)cc1,-3.3%,1.3%,-4.8%,12.3%,0.1%,
Cc1cc(C)nc(N2CCCC(C(=O)Nc3ccc4c(c3)OCO4)C2)n1 (configuration not stated),-10.5%,1.4%,2.5%,14.5%,i,
O=C(Cn1nc(-c2ccccc2)c2ccccc2c1=O)Nc1ccccn1,-8.4%,-7.6%,61.9%,31.4%,3.5%,
Cc1ccc(CNS(=O)(=O)c2c(C(=O)N3CCCCC3)c(C)n(C)c2C)cc1,-5.6%,0.3%,-5.2%,0.3%,1.8%,
CCNCCNC(=O)c1c(O)c2cccc3c2n(c1=O)CCC3,-2.1%,20.6%,-2.1%,12.0%,i,
COc1ccc(OCC(=O)Nc2ccccc2OC(F)F)cc1,-6.0%,-2.9%,7.9%,?,0.5%,
CC1(C)CC(=O)C=C(NCc2cccs2)C1,-3.9%,-7.8%,5.4%,8.4%,i,
CCCOC(=O)c1ccc(-n2nnnc2SCC(=O)N2CCCCC2)cc1,6.0%,-3.9%,-3.8%,25.9%,1.2%,
CC1=C(C(=O)OC2CCCC2)C(c2coc3ccc(C)cc3c2=O)C2=C(CCCC2=O)N1 (configuration not stated),-23.4%,4.4%,11.3%,5.3%,4.5%,
CCCCOC(=O)c1ccc(Nc2ccc([N+](=O)[O-])cn2)cc1,-3.0%,-1.0%,25.8%,40.2%,0.5%,
Cc1cc(=O)oc2c3c(cc(OCC(=O)NCc4ccco4)c12)OC(C)(C)CC3,-3.4%,-2.4%,-1.8%,0.4%,7.8%,
CCN(CC)S(=O)(=O)c1c(Br)cc(C)cc1Br,-1.6%,0.3%,39.9%,44.5%,2.8%,
CCS(=O)(=O)Nc1ccc(NC(C)=O)cc1,9.3%,-0.2%,-1.5%,-2.4%,i,VEEV TC-83 Vero 10K pilot screen=1.3
O=[N+]([O-])c1ccccc1CNCCCCCO,4.0%,-4.9%,-0.5%,-5.2%,0.1%,VEEV TC-83 Vero 10K pilot screen=0.0
C/C(CC(=O)Nc1ccccn1)=N\NC(=O)c1cnccn1,-4.0%,-7.5%,-8.5%,-8.0%,3.5%,
O=C(NCc1ccco1)c1cc2n(n1)C(C(F)(F)F)CC(c1ccc(Cl)c(Cl)c1)N2 (configuration not stated),-11.6%,-0.7%,5.8%,-8.9%,i,
CCOC(=O)Cc1nnc(Nc2ccc(C(=O)NC)cc2)c2ccccc12,-0.8%,12.3%,4.6%,-5.4%,0.1%,
